Source: PubChem BioAssay (Icahn School of Medicine at Mount Sinai)
RBX1-CUL1 inh: inhibitors of human ROC1-CUL1 ubiquitin ligase activity; in vitro K48 di-Ub FRET, acceptor:donor ratio, 45 min; inhibition, % at 10 µM; hit rate 0.6% among 140,000; in the data active means inhibition above about 25%
Target sequence (P62877 whole entry, looked up): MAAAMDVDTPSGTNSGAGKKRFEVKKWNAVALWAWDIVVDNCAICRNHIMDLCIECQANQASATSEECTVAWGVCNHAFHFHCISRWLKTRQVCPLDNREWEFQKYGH
Target sequence (Q13616 whole entry, looked up): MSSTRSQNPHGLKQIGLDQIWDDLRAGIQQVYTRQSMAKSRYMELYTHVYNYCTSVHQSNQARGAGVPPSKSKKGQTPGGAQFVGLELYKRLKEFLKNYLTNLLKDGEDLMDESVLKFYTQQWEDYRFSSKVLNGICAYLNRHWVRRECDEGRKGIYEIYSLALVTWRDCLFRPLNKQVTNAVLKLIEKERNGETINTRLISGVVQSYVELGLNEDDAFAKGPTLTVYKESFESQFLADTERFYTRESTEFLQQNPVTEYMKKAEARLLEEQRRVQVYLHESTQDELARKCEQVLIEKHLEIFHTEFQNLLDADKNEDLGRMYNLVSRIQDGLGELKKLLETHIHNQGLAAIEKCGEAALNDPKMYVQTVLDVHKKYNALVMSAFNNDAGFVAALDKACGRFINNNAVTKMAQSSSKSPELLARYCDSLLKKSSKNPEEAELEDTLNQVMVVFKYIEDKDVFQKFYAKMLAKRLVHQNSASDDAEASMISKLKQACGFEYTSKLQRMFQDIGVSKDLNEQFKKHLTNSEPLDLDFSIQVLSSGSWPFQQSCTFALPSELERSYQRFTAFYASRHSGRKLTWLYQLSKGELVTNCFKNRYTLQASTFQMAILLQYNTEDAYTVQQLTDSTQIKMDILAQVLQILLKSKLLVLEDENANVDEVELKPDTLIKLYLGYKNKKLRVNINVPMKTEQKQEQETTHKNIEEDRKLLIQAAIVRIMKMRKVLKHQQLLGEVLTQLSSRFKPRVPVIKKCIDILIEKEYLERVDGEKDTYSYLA
* marks the source's active call; other numbers are inactive results. This is a subset; rates above refer to the full screens.

SMILES | RBX1-CUL1 inh
COc1ccc(C2CC(=O)c3cc(-c4nc(-c5cccc([N+](=O)[O-])c5)cs4)c(=O)n(-c4ccccc4C)c3C2)cc1 (stereo unspecified) | -5.5
COc1ccc(C)cc1NC(=O)C1CCC(CNS(=O)(=O)c2ccc3c(c2)CCCC(=O)N3)CC1 (stereo unspecified) | 3.3
Cc1ncc2c(c1-c1noc(COCC(F)(F)C(F)F)n1)CCNC2 | -4.3
CCOC(=O)CSCCN1CCCCC1 | 6.8
CCC(C)Oc1ccccc1C1CC(=O)NC2=C1C(=O)CCC2 (stereo unspecified) | -6.5
Cc1cc(C)n2nc(SCC(=O)Nc3ccccc3)nc2n1 | 2.7
CC(C)n1c(SCC(=O)O)nc2c1c(=O)n(C)c(=O)n2C | 9.4
O=C(COc1ccc(Cl)cc1)Nc1cccnc1 | -9.7
O=C1NCCN(Cc2cccnc2)C1CC(=O)N1CCCCC1 (stereo unspecified) | 12.5
N#CC1C(=N)SC(=N)C(C#N)C1c1ccc(Br)cc1F (stereo unspecified) | 5.1
CCC(=O)N1c2ccccc2CC1C(=O)NCCc1ccc(OC)cc1OC (stereo unspecified) | 1.1
CC(O)c1nc2ccccc2n1CCCCOc1ccccc1 (stereo unspecified) | 4.8
CC(=O)NC12CC3CC(CC(CCC(=O)O)(C3)C1)C2 | 11.0
CCc1cc2c(cc3c(=O)n(CC(=O)N4CCCCC4)ncn32)s1 | -5.0
CCOc1ccccc1NC(=O)C1C(C)=NC(=S)NC1c1ccc(Cl)cc1 (stereo unspecified) | 5.3
Cc1cc2c3c(c1)C1C=CCC1C(c1ccc(Br)cc1)N3CC1CC=CC21 (stereo unspecified) | -5.4
O=C1C2C(c3ccccc3)=NN(c3ccccc3)C2C(=O)N1c1ccccc1 (stereo unspecified) | 5.7
CC(=O)Nc1ccc(C2Sc3ccccc3N=C3c4ccccc4C(=O)C32)cc1 (stereo unspecified) | -6.0
Cc1ccccc1CNC(=O)C1CCN(c2nn3cc(-c4ccc(F)cc4)nc3s2)CC1 | -2.7
CSCC(=O)NC1CCCc2nc(N3CCC(CO)CC3)ncc21 (stereo unspecified) | 0.5
COc1cccc(C(=O)N/N=C(\CCC(=O)O)c2ccccc2)c1 | -17.8
CCCCC1=NN(C(=O)c2ccccc2O)C(O)(C(F)(F)F)C1 (stereo unspecified) | -6.5
Oc1ccc(C2Nc3ccccc3-c3nnc(SCc4ccccc4Cl)nc3O2)cc1 (stereo unspecified) | -3.5
Cc1nc(-c2ccc(Cl)cc2)sc1CCNC(=O)C(=O)Nc1ccccc1C#N | -3.0
O=C(O)CCc1ccc(-c2ccc(Cl)cc2)n1-c1cccc(C(F)(F)F)c1 | -4.5
Additional compounds:
SMILES | RBX1-CUL1 inh
Cc1ccc(-n2c(SCC(=O)NCc3ccc(F)cc3)nc3c([nH]c4ccccc43)c2=O)cc1 | -7.5
Cc1ccc(NC(=O)c2cnn3c(C(F)(F)F)cc(-c4ccc(Br)cc4)nc23)cc1 | 6.7
C=CCNC(=O)NC1CC(=O)N(C2Cc3ccccc3C2)C1 (stereo unspecified) | -1.1
CC(=O)Nc1ccc2n(cc[n+]2C)c1 | -3.6
CCOc1cccc(NC(=O)Oc2cccc3cccnc23)c1 | -1.6
CS(=O)(=O)c1ncc(CN2CCC(C(=O)c3ccccc3)CC2)n1CC1CCCO1 (stereo unspecified) | 4.0
CC1(C)CC(=O)CC(=Nc2ccccc2-c2ccccc2)C1 | -4.4
O=C(NCCc1ccco1)c1ccc2nc(C3CCCCC3)oc2c1 | -3.3
Cc1cnc(SCCN2CCOCC2)nc1C1CCCN(C(=O)[C@@H]2CSC(=O)N2)C1 (stereo partly specified) | -11.8
O=C1C=CC([N+](=O)[O-])=CC(C(=O)/C=C/c2ccccc2)C1=O (stereo unspecified) | 82.5*
COc1ccc(CCNC(=O)CSc2nnc(-c3cccc(F)c3)n2-c2ccccc2)cc1OC | 0.6
C=CCN1C(=O)N=C(Cc2ccc(-c3cccc(Br)c3)o2)C1=O | -1.0
COC(=O)c1ccccc1NC(=O)c1ccc(I)o1 | 4.7
CCC(=O)NC(Nc1nc2ccccc2s1)(C(=O)OC)C(F)(F)F (stereo unspecified) | -3.7
COc1cc2ccccc2cc1C(=O)Nc1cccc(-c2nc3cc(C)c(C)cc3o2)c1C | 1.9
CCCOC(=O)c1cc(NC(=O)C(C)C)ccc1O | 0.3
CSc1ccccc1OCc1cc(C(=O)N2CCCCC2c2nccs2)no1 (stereo unspecified) | -0.6
CCN1C(=O)/C(=C\c2ccc(Cl)cc2)N=C1SCC(=O)NCc1ccccc1 | 5.0
Cn1c(=O)c2c(n(C)c1=O)n1c(-c3ccc(Br)cc3)nnc1n2C | 11.5
Cc1cnc(SCC2CCCO2)nc1C1CCCN(C(=O)/C=C/c2ccc(F)c(F)c2)C1 (stereo unspecified) | 1.8
COc1ccc(Cc2nc3ccccc3n2Cc2ccccc2F)cc1 | -1.8
O=c1oc2ccccc2n1Cc1ccccc1Cl | -6.4
CN(CC1CCCN(CCc2cccc(C(F)(F)F)c2)C1)C(=O)CN1CCCC1=O (stereo unspecified) | 4.2
CN(C)c1cnn(CC(=O)NCc2nc(-c3ccccc3)no2)c(=O)c1 | 4.8
CC(=O)Nc1ccc(S(=O)(=O)Nc2ccc(-c3cn4cccnc4n3)cc2)cc1 | 3.4
Next section
SMILES | RBX1-CUL1 inh
COC(=O)c1ccccc1NC(=O)CSc1nc2ccc(NC(=O)c3ccccc3C(=O)N3CCCCC3)cc2s1 | -1.6
COC(=O)CCC(=O)N1CCCC(Nc2ccc(OC)cc2)C1 (stereo unspecified) | 1.5
O=C(NCCc1ccccc1Cl)C1CCN(c2nc3ccccc3nc2C(F)(F)F)CC1 | 2.7
NC(=O)C1CCCN(c2nc(-c3ccc(F)cc3)cs2)C1 (stereo unspecified) | -8.8
CC(=O)Nc1cccc(N=CC2C(=O)N(c3ccc(Cl)cc3)N=C2C)c1 (stereo unspecified) | -1.9
CCOc1ccc(C2=CC(c3cccc(OC)c3)c3ccccc3O2)cc1 (stereo unspecified) | 1.0
CCOc1ccccc1CNc1ccc(N2CCN(Cc3ccccc3)CC2)cc1 | -2.7
CC(C)c1ccc(OCc2cccc(C(=O)O)c2)cc1 | 2.2
CCN(CC)c1ncnc2sc(C)c(C)c12 | -10.9
COc1ccc(NC(=O)c2cc3nc(-c4ccc(Cl)c(Cl)c4)cc(C(F)(F)F)n3n2)c(OC)c1 | -2.1
CCC(C)(C)C(=O)Nc1cc(C)on1 | 8.0
COC(=O)c1cn(Cc2cccc(OC)c2)nn1 | -7.2
Cc1ccc(C)c(N2CC(C(=O)Nc3cccc(C(=O)O)c3)CC2=O)c1 (stereo unspecified) | 0.0
CCc1ccc(NC(=O)CN2CCSc3ccc(S(=O)(=O)N4CCCC4)cc32)cc1 | 4.9
Cc1oc(-c2ccc(NC(=O)Cc3ccccc3)cc2)nc1CNC(=O)Cn1cnc2ccccc21 | -2.2
COCCCNC(=O)c1[nH]c2ccccc2c1Sc1ccc(C)cc1 | -10.7
CC(C)C1C(=O)Nc2ccc(S(=O)(=O)NCCc3ccc(Cl)cc3)cc21 (stereo unspecified) | -8.5
O=C(COc1ccccc1F)OCc1cc(=O)n2nc(C3CC3)sc2n1 | -2.7
Cc1cccc(-c2nnc(SCC(=O)Nc3ccc4ccccc4c3)n2C)c1 | -1.1
COc1ccc(N2C(=O)CC(Sc3nc4ccccc4c(=O)n3-c3ccccc3)C2=O)cc1 (stereo unspecified) | -5.7
CO[C@@H]1[C@@H](OC)[C@@H]2OC[C@@H](O2)[C@H]1OC | 7.3
COc1ccc(NC(=O)Cn2ncc3c(C)n(Cc4cccc(Cl)c4)c(C)c3c2=O)cc1 | -3.0
NC(=O)C1CCN(Cn2ccn(Cc3ccccc3)c2=S)CC1 | -0.6
CCn1c(SCC(=O)N2CCCC2)nnc1-c1ccc(Cl)cc1 | -2.9
Cc1cc(C)cc(Nc2nnc(-n3nc(C)cc3C)c3ccccc23)c1 | -14.5
(continued)
SMILES | RBX1-CUL1 inh
Cc1ccc(NC(=O)CSc2n[nH]c(-c3ccc(F)cc3)n2)cc1F | 6.6
CC(C)N1CCN(c2ccncc2S(=O)(=O)N2CCOCC2)CC1 | 2.3
COc1ccc(NC(=O)CCSc2cc(C)c3ccccc3n2)cc1 | -2.3
COc1cc(OC)c(C(C)=O)c(OCc2ccccc2)c1Br | 1.5
CSC(=S)c1cc(C(C)(C)C)c(O)c(C(C)(C)C)c1 | 0.1
O=C(/C=C/c1ccccc1)Nc1nc2n(n1)C(c1ccc(Cl)cc1)CC(c1ccccc1)=N2 (stereo unspecified) | 11.8
CCC(C)CNc1ccc(C(=O)N2CCC(CN3CCCC3=O)CC2)cn1 (stereo unspecified) | -7.7
CCNC(=O)c1c(C)oc2ncn(C)c(=O)c12 | -2.3
CCn1ncc(/C=C/C(=O)Nc2ccc(Oc3ccccc3)cc2)c1C | 2.1
Cc1cccc(NS(=O)(=O)c2cccs2)c1C | 8.0
CCN1C(=O)/C(=C\c2ccc(F)cc2)N=C1SCC(=O)NCc1ccco1 | 1.0
COC(=O)c1c(NC(=O)C2c3ccccc3Oc3ccccc32)sc2c1CCC(C(C)(C)C)C2 (stereo unspecified) | 1.0
COc1cccc(NC(=O)C2CCCN2S(=O)(=O)c2ccc3c(c2)C(C)(C)C(=O)N3C)c1 (stereo unspecified) | 8.7
O=C(O)CCC(=O)Nc1cccc(NC(=O)c2ccc(Br)cc2)c1 | 4.3
O=C(Nc1cccc(Cl)c1)c1cnc[nH]1 | -11.2
Cc1cc(OCc2ccccc2)ccc1C(=O)C1C(=O)C(=O)N(CCN2CCOCC2)C1c1ccc(C(C)(C)C)cc1 (stereo unspecified) | -8.6
CCC(C)NC(=O)CSCc1nc(-c2ccc(C)cc2)oc1C (stereo unspecified) | 0.6
Fc1ccc2[nH]cc(-c3nnnn3-c3ccc(Cl)cc3)c2c1 | 3.7
CC(C)(C)OC(=O)N1CC(O)CC1C(=O)OCC(=O)c1ccccc1 (stereo unspecified) | 1.6
Cc1nn(-c2ccccc2)c(Cl)c1C(c1c[nH]c2ccccc12)c1c[nH]c2ccccc12 | -7.4
O=C1Nc2ccccc2/C1=C\c1nc2ccccc2c(=O)n1Cc1ccccc1 | -13.4
CC1CCN(C(=O)c2cc(-c3cccc(Cl)c3)on2)CC1 | -1.3
Cc1cc(C)c(NC(=O)Nc2ccc(F)cc2)c(Cl)c1 | 0.1
CC(=O)Nc1cccc(C2=Nc3ccccc3SC(c3ccccc3Cl)C2)c1 (stereo unspecified) | -2.3
COC(=O)COc1ccccc1/C=C1\C(=O)NC(=O)N(c2ccc(C34CC5CC(CC(C5)C3)C4)cc2)C1=O | 41.5*
Next results
SMILES | RBX1-CUL1 inh
CCC(=O)N(CCC(c1ccccc1)c1ccc2c(c1)OCO2)Cc1ccc(OC(C)C)cc1 (stereo unspecified) | -6.2
Cc1ccc(CS(=O)(=O)N2CCN(c3ccccc3F)CC2)cc1 | 6.4
Cc1ccc(-n2nc(C)c3c(C)cc(=O)n(CC(=O)N4CCCc5ccccc54)c32)cc1 | -4.1
CCOc1ccc(C(=O)Nc2nnc(S(=O)(=O)Nc3ccccc3)s2)cc1 | -3.2
CCOC(=O)Nc1cc(C(C)(C)C)on1 | -5.5
COc1ccccc1NC(=S)NC(NC(=O)c1cccc(Br)c1)C(Cl)(Cl)Cl (stereo unspecified) | -8.6
COC(=O)c1csc2nnsc12 | 5.1
COC(=O)c1ccccc1NC(=O)Cn1nnc(-c2ccc(OC)cc2)n1 | -9.6
CCOc1cc(/C=N\NC(=O)CN2CCOCC2)ccc1OCc1ccccc1C#N | -2.6
COc1ccc(CNCc2cnc(C)cn2)cc1OCC(O)CN(C)C(C)C (stereo unspecified) | 7.3
O=C(NC(N1CCOCC1)C(Cl)(Cl)Cl)c1ccccc1[N+](=O)[O-] (stereo unspecified) | 7.8
CCn1c(/C=C2/C(=O)N(C)c3ccccc32)nc2ccccc2c1=O | 6.7
CCOC(=O)C1CCCCN1S(=O)(=O)c1csc(C(N)=O)c1 (stereo unspecified) | 5.9
CCOC(=O)c1c(C)oc2nc(C)nc(N3CCN(c4cccc(C(F)(F)F)c4)CC3)c12 | 2.0
Cc1ncc2c(c1-c1noc(-c3ccnnc3)n1)CCN(C(=O)CC1CC1)C2 | 13.4
Cc1sc(NC(=O)c2ccccc2F)c(CN2CCCCC2)c1C | 0.9
O=C(C1CCC1)N1CCN(S(=O)(=O)c2cccs2)CC1 | 4.8
CO[C@H]1[C@H](NC(=O)c2ccncc2)c2ccccc2C12CCN(C(=O)Cc1[nH]nc3ccccc13)CC2 | 4.2
COc1ccc(S(=O)(=O)N=C2C(=O)N(c3ccccc3)N(C)C2C)cc1Br (stereo unspecified) | 1.5
CCn1c2ccccc2c2cc(C=Nc3ccc(Cl)cc3)ccc21 | -5.1

Gathered by group, those above with an aryl thioether with sulfur outside any ring
SMILES | RBX1-CUL1 inh
Cc1cc(C)n2nc(SCC(=O)Nc3ccccc3)nc2n1 | 2.7
CC(C)n1c(SCC(=O)O)nc2c1c(=O)n(C)c(=O)n2C | 9.4
Oc1ccc(C2Nc3ccccc3-c3nnc(SCc4ccccc4Cl)nc3O2)cc1 (stereo unspecified) | -3.5
Cc1ccc(-n2c(SCC(=O)NCc3ccc(F)cc3)nc3c([nH]c4ccccc43)c2=O)cc1 | -7.5
Cc1cnc(SCCN2CCOCC2)nc1C1CCCN(C(=O)[C@@H]2CSC(=O)N2)C1 (stereo partly specified) | -11.8
COc1ccc(CCNC(=O)CSc2nnc(-c3cccc(F)c3)n2-c2ccccc2)cc1OC | 0.6
CSc1ccccc1OCc1cc(C(=O)N2CCCCC2c2nccs2)no1 (stereo unspecified) | -0.6
Cc1cnc(SCC2CCCO2)nc1C1CCCN(C(=O)/C=C/c2ccc(F)c(F)c2)C1 (stereo unspecified) | 1.8
COC(=O)c1ccccc1NC(=O)CSc1nc2ccc(NC(=O)c3ccccc3C(=O)N3CCCCC3)cc2s1 | -1.6
COCCCNC(=O)c1[nH]c2ccccc2c1Sc1ccc(C)cc1 | -10.7
Cc1cccc(-c2nnc(SCC(=O)Nc3ccc4ccccc4c3)n2C)c1 | -1.1
COc1ccc(N2C(=O)CC(Sc3nc4ccccc4c(=O)n3-c3ccccc3)C2=O)cc1 (stereo unspecified) | -5.7
CCn1c(SCC(=O)N2CCCC2)nnc1-c1ccc(Cl)cc1 | -2.9
Cc1ccc(NC(=O)CSc2n[nH]c(-c3ccc(F)cc3)n2)cc1F | 6.6
COc1ccc(NC(=O)CCSc2cc(C)c3ccccc3n2)cc1 | -2.3
